Screening data: PubChem BioAssay, National Center for Advancing Translational Sciences (NCATS)
USP1-UAF1 inh = Inhibitors of USP1/UAF1: Primary Screen; Ubiquitin carboxyl-terminal hydrolase 1 (Homo sapiens), O94782; recombinant USP1/UAF1, Ub-Rhodamine cleavage fluorescence; Potency, µM (series often up to 57.1 µM), inactives show at the highest dose activity change, negative = inhibition, hits mostly inhibitors; hit rate 0.23% among 390,000; AID 743255, 2014; also: potency is read from the fitted curve at half-maximal effect; % is scaled to controls: 0 for no effect and ±100 for the full control effect; nearly all actives have a fitted effect of over 60% in size; inactives centre near -12
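USP1/UAF1 complex (1 nM) preincubated 15 min at room temperature with compound, then Ub-Rho substrate (150 nM final) added. Kinetic fluorescence at 480/540 nm over 6 reads at 60 s intervals; 50 mM HEPES pH 7.8, 0.5 mM EDTA, 0.1 mg/ml BSA, 1 mM TCEP, 0.01% Tween-20.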
Vif-A3F inh = qHTS for Inhibitors of Vif-A3F Interactions: qHTS | HeLa A3F-eYFP + Vif (tagged APOBEC3F with the HIV-1 protein that degrades it), YFP fluorescence increase | Potency, µM (highest dose often 46.1 µM), for the others: top-dose activity, negative = active | hit rate 0.2% among 390,000 | AID 602313, 2012; also: potency is read from the fitted curve at half-maximal effect; % of control where 0% means no effect; nearly all actives have a fitted effect of over 65% in size
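HeLa cells stably expressing Vif plus C-terminally eYFP-tagged A3F were seeded, incubated overnight at 37 deg C, dosed with compound, incubated overnight again at 37 deg C. Yellow fluorescence (Ex 488/Em 500-530) reported blocked Vif-mediated A3F-eYFP degradation.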
Glioma ERSR ind = qHTS for Inducers of the Endoplasmic Reticulum Stress Response (ERSR) in Human Glioma: qHTS | U87-MG GRP78 promoter luciferase reporter, 16 h | Potency, µM, inactives show at the highest dose activation, usual class: activators | hit rate 0.02% among 420,000 | AID 602332, 2012; also: potency is read from the fitted curve at half-maximal effect; series mostly up to about 76 µM; % of control where 0% means no effect; nearly all actives have a fitted effect of over 35% in size
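Stably transfected U87-MG glioma cells carrying a GRP78-based luciferase sensor; 16 h compound incubation. Luminescence end-point read 10 min after Bright-Glo addition at room temperature.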
rTrxR1 inhibitor = qHTS Assay for Inhibitors of Mammalian Selenoprotein Thioredoxin Reductase 1 (TrxR1): qHTS. hit rate 1% among 390,000. recombinant rTrxR1, NADPH fluorescence consumption, selenite substrate. Thioredoxin reductase 1, cytoplasmic (Rattus norvegicus), O89049. Potency, µM (doses to about 114 µM), inactives show top-dose activity change, negative = inhibition, usual class: inhibitors. AID 588453, 2011; also: potency is read from the fitted curve at half-maximal effect; % is scaled to controls: 0 for no effect and ±100 for the full control effect; nearly all actives have a fitted effect of over 65% in size
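Rat TrxR1 (90 nM in the dispensed reagent) was pre-reduced with 400 uM NADPH for 5 min at room temperature, then incubated with compound for 15 min. After 400 uM selenite was added, NADPH fluorescence (Ex 340/Em 450 nm) was followed for 8 min.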
RGS4 inh = Inhibitors of Regulator of G Protein Signaling (RGS) 4: qHTS | hit rate 0.039% among 390,000 | Regulator of G-protein signaling 4 (Homo sapiens), P49798 | Transcreener GDP fluorescence polarization, RGS4-accelerated GTP hydrolysis | Potency, µM (series often up to 114 µM), inactives show at the top dose activity change, negative = inhibition, usual class: inhibitors | AID 504845, 2011; also: potency is read from the fitted curve at half-maximal effect; % is scaled to controls: 0 for no effect and ±100 for the full control effect; nearly all actives have a fitted effect of over 75% in size; some results filed as inactive show a strong effect at the top dose
Target sequence (P49798 whole entry, looked up): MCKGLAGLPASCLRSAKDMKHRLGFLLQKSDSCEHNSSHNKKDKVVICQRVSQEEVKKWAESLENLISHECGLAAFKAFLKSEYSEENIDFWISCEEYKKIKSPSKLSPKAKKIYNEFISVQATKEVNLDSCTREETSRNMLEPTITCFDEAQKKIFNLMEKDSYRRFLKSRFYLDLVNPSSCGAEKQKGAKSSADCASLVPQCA
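MLSMR compounds (23 nl, pin-transferred) preincubated 10 min at room temperature with a 500nM (2x) first reagent, then RGS4 at 900nM (2x) plus Transcreener GDP mix added; fluorescence polarization (620/688 nm) read before and after 90 min at 30 °C.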
IDH1 R132H inh = qHTS for Inhibitors of mutant isocitrate dehydrogenase 1 (IDH1): qHTS; Isocitrate dehydrogenase [NADP] cytoplasmic (Homo sapiens), O75874; IDH1-R132H enzyme, NADPH consumption, diaphorase/resazurin fluorescence; Potency, µM (doses to about 76.6 µM), without a hit: at the highest dose activity change, negative = inhibition, usual class: inhibitors; hit rate 0.093% among 390,000; AID 602179, 2012; also: potency is read from the fitted curve at half-maximal effect; % is scaled to controls: 0 for no effect and ±100 for the full control effect; nearly all actives have a fitted effect of over 65% in size
Target sequence (O75874 whole entry R132H, stated change not applied): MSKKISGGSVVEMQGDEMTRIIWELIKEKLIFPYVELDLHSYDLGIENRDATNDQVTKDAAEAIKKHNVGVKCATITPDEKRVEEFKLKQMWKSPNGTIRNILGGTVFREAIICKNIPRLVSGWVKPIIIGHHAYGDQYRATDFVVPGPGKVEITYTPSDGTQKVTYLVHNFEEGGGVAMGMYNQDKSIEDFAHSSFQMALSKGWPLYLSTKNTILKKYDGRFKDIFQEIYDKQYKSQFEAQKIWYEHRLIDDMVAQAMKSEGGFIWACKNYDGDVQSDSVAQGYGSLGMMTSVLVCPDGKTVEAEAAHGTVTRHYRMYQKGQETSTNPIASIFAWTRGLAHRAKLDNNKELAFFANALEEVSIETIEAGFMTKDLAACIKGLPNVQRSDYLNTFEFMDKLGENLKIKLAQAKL
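IDH1-R132H (0.5 ug/mL dispensed) in pH 7.5 Tris buffer was preincubated 30 min with compound, then given a substrate mix of 0.016 mM NADPH and 2 mM alpha-KG for 80 min at room temperature; remaining NADPH was read by diaphorase/resazurin fluorescence.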
LDHA block = qHTS assay for inhibitors of human lactate dehydrogenase; L-lactate dehydrogenase A chain (Homo sapiens), P00338; purified LDHA, NADH/diaphorase-resazurin fluorescence; stronger effect = lower value; activity change, % (values are at about 110 or 230 µM); hit rate 0.15% among 480,000; in the data active = activity change below about -30%; inconclusive = mostly about -25% to -30%;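 also: plate controls were DMSO wells for no effect and wells without enzyme for full effect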
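Enzyme activity of human lactate dehydrogenase 5 (2 nM; 0.06 mM NADH, 0.2 mM pyruvate, 5 min, RT) is measured via a resazurin/diaphorase fluorescence readout of residual NADH.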
TrxR1 substrate = qHTS Assay for Substrates of Mammalian Selenoprotein Thioredoxin Reductase 1 (TrxR1): qHTS | Thioredoxin reductase 1, cytoplasmic (Rattus norvegicus), O89049 | purified TrxR1 substrate turnover, NADPH consumption readout | Potency, µM (series often up to 114 µM), inactives show at the top dose activity change, negative = substrate turnover | hit rate 0.01% among 390,000; also: potency is read from the fitted curve at half-maximal effect; % is scaled to controls: 0 for no effect and ±100 for the full control effect; nearly all actives have a fitted effect of over 50% in size
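Rat TrxR1, dispensed at 90 nM, was prereduced with 400 uM NADPH (final) for 5 min at ~22 deg C, then incubated with compound 15 min before 400 uM selenite. A first-read NADPH fluorescence drop versus no-compound background flagged substrates.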
Vif-A3G inh = qHTS for Inhibitors of Vif-A3G Interactions: qHTS | DNA dC->dU-editing enzyme APOBEC-3G (Homo sapiens), Q9HC16 | HeLa A3G-eYFP + Vif (tagged APOBEC3G with the HIV-1 protein that degrades it), YFP fluorescence, overnight | Potency, µM (highest dose often 46.1 µM), for inactives: at the highest dose activity, negative = active, actives largely listed as inhibitors | hit rate 0.076% among 410,000;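 also: potency is read from the fitted curve at half-maximal effect; % is scaled to controls: 0 for no effect and ±100 for the full control effect; nearly all actives have a fitted effect of over 60% in size; hits raise eYFP signal because A3G escapes Vif-driven loss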
Target sequence (Q9HC16 whole entry, looked up): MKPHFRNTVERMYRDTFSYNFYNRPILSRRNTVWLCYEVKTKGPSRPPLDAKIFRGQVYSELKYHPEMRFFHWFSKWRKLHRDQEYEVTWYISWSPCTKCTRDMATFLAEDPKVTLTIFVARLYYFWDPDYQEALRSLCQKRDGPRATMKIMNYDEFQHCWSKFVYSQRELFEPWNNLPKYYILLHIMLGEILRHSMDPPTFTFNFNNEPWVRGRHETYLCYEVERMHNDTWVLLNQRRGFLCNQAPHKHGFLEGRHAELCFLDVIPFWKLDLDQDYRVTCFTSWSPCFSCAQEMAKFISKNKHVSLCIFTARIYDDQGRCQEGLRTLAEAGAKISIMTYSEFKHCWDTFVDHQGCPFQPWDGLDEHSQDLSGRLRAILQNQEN
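HeLa cells stably expressing Vif and C-terminally eYFP-tagged A3G, seeded overnight at 37 deg C, then exposed to compound by pintool overnight at 37 deg C. Rise in yellow fluorescence (Ex 488/Em 500-530, Acumen) marks blocked Vif-driven A3G degradation.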
Active calls of the source: *; ? = inconclusive; / = not tested or not shown; & = joins results of further samples; [ ] = dose if it differs, or a comment. Unless noted, calls follow the shape of the dose curve; as a rule, active = well fitted curve in the direction sought with a large enough effect; inconclusive = small, poorly fitted or top-dose-only effect, or another doubt; inactive = no such curve, though single readings can be large; an effect the other way counts as inactive or inconclusive. An excerpt; the hit share may differ from the screen's.

#1 COc1ccccc1C(=O)Nc1cc(-c2ccc(C)cc2)no1
#2 CCCNC(=S)N(Cc1ccccc1)Cc1nc2ccccc2c(=O)[nH]1
#3 Cc1ccc(S(=O)(=O)Cn2nnnc2CN(Cc2ccco2)CC2CCCO2)cc1 (stereo not given)
#4 Fc1cccc(Nc2ncnc3sc4c(c23)CCC4)c1
#5 NC(=O)COc1ccccc1C1=NO[C@@](CC(=O)O)(C(=O)Nc2ccc3c(c2)OCCO3)C1
#6 CCN(CC)S(=O)(=O)c1cccc(C(=O)N[C@H](C(=O)OCC(=O)NC(=O)NC)C(C)C)c1
#7 CC(=O)Nc1ccc(C(=O)NNC(=O)CCCCC(=O)NNC(=O)c2ccc(NC(C)=O)cc2)cc1
#8 O=C(CN1C(=O)NC2(CCCC2)C1=O)NCCC1=CCCCC1
#9 CCOC(=O)c1sc(NC(=O)c2ccc(S(=O)(=O)N3CCCCCC3)cc2)nc1-c1ccccc1
#10 COc1cc(C2CC(=O)c3cnc(NC(C)=O)nc3C2)cc(OC)c1OC (stereo not given)

screen / no.,1,2,3,4,5,6,7,8,9,10
USP1-UAF1 inh,?,-11%,-10%,2%,-3%,-3%,-14%,-8%,-8%,8%
Vif-A3F inh,0%&3%,?,-2%,-2%,-8%,-1%,-12%,-5%,1%,-2%
Glioma ERSR ind,3%&1%,1%,0%,-4%,1%,-6%,-7%,-2%,-5%,-4%
rTrxR1 inhibitor,22%&19%,-6%,-3%,5%,-11%,-3%,23%,10%,-10%,-6%
RGS4 inh,-19%&20%,-1%,-21%,21%,25%,7%,16%,10%[11.4 µM],-11%,19%
IDH1 R132H inh,3%&3%,15%,0%,0%,-3%,0%,0%,-1%,0%,6%
LDHA block,-7&-4,-5,-2,-1,5,-4,-2,-4,3,-5
TrxR1 substrate,-2%&-4%,10%,-1%,-2%,-2%,-7%,11%,2%[57.1 µM],12%,-9%
Vif-A3G inh,-9%&-5%,-1%,3%,-2%,0%,2%,0%,1%,4%,0%

#11 COC(=O)c1ccccc1NC(=S)NC(=O)c1ccccc1F
#12 O=C(CCc1ccccc1)Nc1nnc(-c2ccc3c(c2)OCCO3)o1
#13 COc1cc2c(cc1OC)C(C(N)=O)NCC2 (stereo not given)
#14 COC(=O)Nc1cccn(Cc2c(Cl)cccc2Cl)c1=O
#15 COc1ccc(C(c2nnnn2Cc2cccs2)N2CCN(c3ccc(F)cc3)CC2)cc1OC (stereo not given)
#16 O=C(NC1CCCc2ccccc21)c1cc(Cl)ccn1 (stereo not given)
#17 N#C/C(=C\c1cccc(Oc2ccc(C(F)(F)F)cc2[N+](=O)[O-])c1)c1nc2ccccc2[nH]1
#18 COCCCn1c(=O)c2ccccc2n(CC(=O)NC2CCCCC2)c1=O
#19 CC(Nc1nc(-c2ccc(F)cc2)cs1)c1nc2cc(C(F)(F)F)ccc2n1CCCO (stereo not given)
#20 CCCC(C)NC(=O)COC(=O)c1cccc(NS(C)(=O)=O)c1 (stereo not given)

screen / no.,11,12,13,14,15,16,17,18,19,20
USP1-UAF1 inh,-7%,-1%,-20%,1%,-24%,-19%,-9%,-16%,-31%,-8%
Vif-A3F inh,-6%,2%,1%,6%,/,10%,0%,1%,-21%,-3%
Glioma ERSR ind,-3%,4%,-4%,2%,-3%,3%,6%,-2%,-2%,2%
rTrxR1 inhibitor,25µM*,11%[57.1 µM],-8%,-13%,-15%,-14%[57.1 µM],-14%,24%,7%,37%[activator][57.1 µM]
RGS4 inh,-32%,16%,?,-11%,?,-25%,-16%,4%,-15%,-36%[56.9 µM]
IDH1 R132H inh,6%,-4%,1%,2%,-1%,-2%,-4%,4%,-2%,11%
LDHA block,-8,-3,-7,3,1,3,-2,-5,-1,2
TrxR1 substrate,-1%,10%[57.1 µM],1%,-7%,0%,0%[57.1 µM],-4%,9%,-5%,11%[57.1 µM]
Vif-A3G inh,0%,-9%,-2%,-6%,-6%,-9%,-9%,-1%,-11%,6%

#21 COc1ccc(NC(=O)Nc2cccc(OCc3cc(=O)n4cccc(C)c4n3)c2)c(OC)c1
#22 COc1ccc(Nc2nnc(SC(C(=O)Nc3cc(C)ccc3C)c3ccccc3)s2)cc1 (stereo not given)
#23 C#CCOCCOCCOCCNc1nc(N2CCN(C(=O)Cn3cc(CCO)nn3)CC2)nc(N2CCN(C(=O)Cn3cc(CC(C)O)nn3)CC2)n1 (stereo not given)
#24 CC(C)Nc1nc(NC(C)C)nc(C(N)=O)n1
#25 COc1cc2[nH]c(=O)n(CCC(=O)NC3CCN(Cc4ccccc4)CC3)c(=O)c2cc1OC
#26 CSCCC(NC(=O)c1ccc(Cl)cc1)C(=O)OCC(=O)N1CCCC1=O (stereo not given)
#27 CCN(CC)S(=O)(=O)c1ccc(N=Nc2c(N)[nH]c(=O)[nH]c2=O)cc1
#28 CN(Cc1ccc(Cl)cc1)C(=O)c1ccccc1SCC(=O)N1CCCC1
#29 C=CCC(NC(C)c1ccccc1)c1ccco1 (stereo not given)
#30 COc1cc2c(cc1OC)CN(C1CCCN(Cc3cc(Cl)ccc3O)C1)CC2 (stereo not given)

screen / no.,21,22,23,24,25,26,27,28,29,30
USP1-UAF1 inh,?,-7%,-29%,-6%,-2%,-13%,-10%,-7%,-3%,-19%
Vif-A3F inh,-1%,-10%,-1%,-14%,0%,2%,2%,2%,-4%,-7%
Glioma ERSR ind,-4%,-4%,-1%,-1%,-2%,-1%,2%,-2%,-3%,1%
rTrxR1 inhibitor,-2%[57.1 µM],13%,11%[57.1 µM],12%,12%,-7%,10%,0%,26%,-20%
RGS4 inh,17%,4%,1%,24%,-19%,-17%,-7%,5%,18%,-12%
IDH1 R132H inh,-3%,3%,-7%,1%,3%,3%,5%,16%,0%,1%
LDHA block,0,-5,4,-11,0,-5,-3,-5,-12,-1
TrxR1 substrate,-3%[57.1 µM],1%[57.1 µM],11%[57.1 µM],-2%,8%,-12%,-7%,-6%,-10%,5%
Vif-A3G inh,-2%,-3%,3%,1%,0%,-3%,2%,2%,1%,-4%

#31 Cc1ccc(C)c(OCc2nc3ccccc3n2C)c1
#32 COCCCn1c(=O)cc(C)[nH]c1=S
#33 Nn1c(Cc2cccc3ccccc23)nnc1SCn1nnc2ccccc2c1=O
#34 CC1=C(C(=O)Nc2cccc(C(=O)NCc3ccc(F)cc3)c2)SCCO1
#35 CCCS(=O)(=O)N1CCC(C(=O)NCCN2CCCC2)CC1
#36 COc1ccc(-c2cc3ccc(O)c(CN4CCN(C)CC4)c3oc2=O)cc1OC

screen / no.,31,32,33,34,35,36
USP1-UAF1 inh,-10%,-12%,-2%,-11%,7%,?
Vif-A3F inh,-1%,-19%,3%,3%,-4%,1%
Glioma ERSR ind,1%,-4%,-1%,-2%,-4%,0%
rTrxR1 inhibitor,19%,1%,3%[11.4 µM],1%,11%,-26%[57.1 µM]
RGS4 inh,17%,9%,-13%,-6%[56.9 µM],9%,-5%
IDH1 R132H inh,-11%,15%,-2%,-9%,3%,2%
LDHA block,-4,-2,-5,-7,-1,-8
TrxR1 substrate,2%,4%,-6%[11.4 µM],-2%,3%,73%[activator][57.1 µM]
Vif-A3G inh,-1%,-4%,2%,-4%,2%,5%

Laid out differently: 4 of the compounds above.
# | mol | USP1-UAF1 inh | Vif-A3F inh | Glioma ERSR ind | rTrxR1 inhibitor | RGS4 inh | IDH1 R132H inh | LDHA block | TrxR1 substrate | Vif-A3G inh
31 | Cc1ccc(C)c(OCc2nc3ccccc3n2C)c1 | -10% | -1% | 1% | 19% | 17% | -11% | -4 | 2% | -1%
32 | COCCCn1c(=O)cc(C)[nH]c1=S | -12% | -19% | -4% | 1% | 9% | 15% | -2 | 4% | -4%
33 | Nn1c(Cc2cccc3ccccc23)nnc1SCn1nnc2ccccc2c1=O | -2% | 3% | -1% | 3%[11.4 µM] | -13% | -2% | -5 | -6%[11.4 µM] | 2%
34 | CC1=C(C(=O)Nc2cccc(C(=O)NCc3ccc(F)cc3)c2)SCCO1 | -11% | 3% | -2% | 1% | -6%[56.9 µM] | -9% | -7 | -2% | -4%
